TTR transcr act – increases transthyretin transcription; SH-SY5Y TTR promoter Gaussia luciferase, luminescence; 100% = recombinant luciferase protein wells; activation, % at 16.7 µM; 1.3% of 92,000 active;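 active = activation above the mean of all tested compounds plus 3 SD, cut at about 9.5% in these data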;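 also: cells exposed to compounds for one day before reading; 0% = median of all test compound wells on the plate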
Numbers without * were called inactive.

TTR transcr act,Molecule
1.1,CCCCCCC1CC(/C(C)=N\NC(N)=O)OC1=O (stereo not drawn)
-1.1,O=c1c2c(nc3cc(-c4cccc(Cl)c4)[nH]n13)CCC2
0.9,CCN(c1ccccc1)S(=O)(=O)c1cccc(C(=O)NCc2cccnc2)c1
-0.2,COc1ccccc1CNC(=O)C(=O)NCCC1CCCCN1S(=O)(=O)c1cccs1 (stereo not drawn)
0.8,COc1ccc(/C=C(\C#N)C(=O)NCCCn2ccnc2)cc1
-3.3,CCOc1ccc([C@@H]2CC=C(C(=O)O)[C@H](c3ccc(Cl)cc3)N2S(=O)(=O)c2ccc(C)cc2)cc1
-0.8,CO/N=C1\CCn2c1c(C)c1ccccc12
0.8,C/C(=C/c1ccccc1)C(=O)N1CCN(c2ccc(F)cc2)CC1
0.0,CCc1ccccc1NC(=O)C1CCCC1
1.9,CCOC(=O)c1cnc2nc(Cc3ccccc3)[nH]n2c1=O

Seven structures from above, ordered by length of the SMILES, rising.
TTR transcr act,Molecule
0.0,CCc1ccccc1NC(=O)C1CCCC1
-0.8,CO/N=C1\CCn2c1c(C)c1ccccc12
1.9,CCOC(=O)c1cnc2nc(Cc3ccccc3)[nH]n2c1=O
0.8,COc1ccc(/C=C(\C#N)C(=O)NCCCn2ccnc2)cc1
-1.1,O=c1c2c(nc3cc(-c4cccc(Cl)c4)[nH]n13)CCC2
0.9,CCN(c1ccccc1)S(=O)(=O)c1cccc(C(=O)NCc2cccnc2)c1
-3.3,CCOc1ccc([C@@H]2CC=C(C(=O)O)[C@H](c3ccc(Cl)cc3)N2S(=O)(=O)c2ccc(C)cc2)cc1

Other records follow.
TTR transcr act,Molecule
-0.2,Clc1cccc(Cl)c1COn1nnc2ccccc21
-0.1,Cc1ccccc1-c1nnc(-c2cccs2)o1
1.0,COc1cccc(NC(=O)N(C)C[C@H]2Oc3ncc(Br)cc3C(=O)N([C@H](C)CO)C[C@H]2C)c1
-0.5,CC(C)(C)n1ncc2c(=O)n(Cc3cccc(Cl)c3)cnc21
1.0,COc1ccc(C(=O)NNC(=O)C(=O)Nc2ccc(C)c(Cl)c2)cc1
-0.5,Cc1ccc(OCC(=O)Oc2ccccc2[N+](=O)[O-])cc1
-1.2,O=C(C[n+]1cccc(CNC(=O)c2ccc(OC(F)F)cc2)c1)c1ccccc1
-1.6,O=C(Cc1nc2ccccc2[nH]1)c1ccc([N+](=O)[O-])cc1
-0.8,COc1ccc(NC(=O)N(C)C[C@H]2OCc3cnnn3CCCC(=O)N([C@@H](C)CO)C[C@H]2C)cc1
2.2,CCOC(=O)c1ccccc1NC(=O)C1CSC2(C)CCC(=O)N12 (stereo not drawn)
1.4,COc1cc(CCCN2CCNC[C@@H]2c2ccccc2)cc(OC)c1OC
1.1,CCC(C)c1ccc(NC(=O)CN(C)CC(=O)Nc2cccc(OC)c2)cc1 (stereo not drawn)
-0.9,CN=c1scc(-c2ccc([N+](=O)[O-])cc2)n1/N=C/c1ccco1
1.5,CCCCC(=O)Nc1ccc(C(=O)Nc2nc(CC(=O)OCC)cs2)cc1
-1.8,O=c1cc(-c2ccccc2)[nH]c2nc3ccccc3n12
0.7,CCOC(=O)N1CCN(S(=O)(=O)c2ccc(F)c(C(=O)Nc3ccc(C(C)C)cc3)c2)CC1
4.5,COc1ccc(NC(=O)CCC(=O)NCc2ccco2)c([N+](=O)[O-])c1
1.9,COc1ccc2[nH]c(CN3CCC(n4nccc4NC(=O)C4CC4)CC3)c(C)c2c1
-5.0,N#Cc1ccc(NC(=O)c2nc(-c3ccccc3)n(-c3ccccc3)n2)cc1
-1.0,Cc1ccc(C(=O)NCC(=O)OCC(=O)N2CC(C)OC(C)C2)cc1 (stereo not drawn)
-1.7,Cc1ccc(OCCCN2CCC(C(O)(c3ccccc3)c3ccccc3)CC2)cc1
0.0,CCc1nnc(NC(=O)NC(C)(C)C)s1
-1.0,O=C(NCCc1ccccn1)c1c(-c2ccsc2)sc2ccccc12
-0.2,CCOc1ccc(NC(=O)Cn2nnc(C(=O)NCc3ccc(OC)cc3)c2N)cc1
-2.3,CCCCNc1c(-c2ccc(Sc3ccc(OC)cc3)cc2)nc2cc(C)ccn12
-1.5,CCN(CC)C(=O)c1[nH]cnc1C(=O)N[C@H](C)c1ccccc1
-1.2,O=C1NC2(O)C(=O)c3ccccc3C2(O)N1 (stereo not drawn)
-0.8,CC(C)NS(=O)(=O)c1ccc(NC(=O)c2cccnc2)cc1
-0.7,CC1=C(C(=O)Nc2ccccc2C)C(c2ccc(C)o2)C2=C(CCCC2=O)N1 (stereo not drawn)
-0.3,CC(=O)C12CC(C)=C(C)CC1CC1C3CCC4=CC(=O)CCC4(C)C3CCC12C (stereo not drawn)
1.0,COc1cc2[nH]c(=O)n(CCC(=O)N3CCC(N4CCCCC4)CC3)c(=O)c2cc1OC
-0.5,O=C(O)CCN1C(=O)/C(=C/c2ccc(F)cc2F)SC1=S
1.7,CC(C(=O)NCC1CCCCC1)N(C)CC(=O)Nc1ccc(N2CCOCC2)cc1 (stereo not drawn)
-1.1,Cc1ccc(CCN=c2c([N+](=O)[O-])nn(-c3ccccc3)n2O)cc1
-1.9,CCOC(=O)c1c(C)c(C(=O)NCc2ccccc2OC)c(C)n1C
-1.7,CC(C)CC(=NNC(=O)c1ccncc1)c1cc(Cl)ccc1O
-1.0,C/C(=N\Nc1ccc([N+](=O)[O-])cc1)c1ccc(-n2nncc2C)cc1
0.0,CCCCNC(=O)C1C2C=CC3(CN(Cc4ccc(C)cc4)C(=O)C13)O2 (stereo not drawn)
-2.9,Cc1ccc(C2=NN(S(=O)(=O)c3ccccc3)C(c3ccccc3O)C2)cc1 (stereo not drawn)
2.4,CCOC(=O)C(NC(C)=O)C(=O)Nc1ccc(C)cc1C (stereo not drawn)
-0.9,CCOc1ccccc1NC(=O)C1CCCN(S(=O)(=O)c2ccc3c(c2)C(C)(C)C(=O)N3C)C1 (stereo not drawn)
0.7,O=C(CCc1ccccc1)Nc1ccccc1[N+](=O)[O-]
1.7,C#CC[N+](C)(C)CC#Cc1ccc(Cl)cc1
-0.8,O=C(Nc1ccc(S(=O)(=O)N2CCOCC2)cc1)c1ccc(=O)[nH]c1
-1.6,O=C(C1CCCO1)N1CCN(C(=S)Nc2ccc(Cl)cc2)CC1 (stereo not drawn)
-0.8,CCOc1ccc(CC(=O)Nc2ccc(S(=O)(=O)Nc3cc(C)on3)cc2)cc1OCC
-0.9,O=C(c1cccs1)n1ccc2ccc(-c3ccc4ccn(C(=O)c5cccs5)c4c3)cc21
1.2,Cc1nc(-c2ccc3c(c2)CCC(=O)N3)cs1
2.1,CC(C)n1c(O)c(N=NC(=O)CNC(=O)CCc2ccccc2)c2ccccc21
6.7,Cc1nn2c(-c3ccc(S(=O)(=O)N4CCN(C)CC4)o3)nnc2c2ccccc12

Remaining list, next part.
TTR transcr act,Molecule
1.4,Cc1ccc(S(=O)(=O)N2CCC(C(=O)OCC(=O)N3CCCC(C)C3)CC2)cc1C (stereo not drawn)
-0.4,CCOc1ccc(-n2cnc3scc(-c4ccc(OC)c(OC)c4)c3c2=O)cc1
2.2,C=CCn1c(COc2ccccc2)nnc1SCC(=O)NCC(=O)OCC
0.9,N#CC1(c2ccccc2)CCCN1C(=O)c1ccc(Br)o1 (stereo not drawn)
-0.9,CC(=O)N1CCc2c(sc(NC(=O)c3ccc(S(=O)(=O)N(C)C)cc3)c2C#N)C1
5.2,CCN(CC)S(=O)(=O)c1ccc(-c2nnco2)cc1
-2.4,C#CCOC(=O)Nc1ccc(OCC(F)(F)F)nc1
-0.2,COCCNc1nc(CSc2ccccc2)nc2sc(C)c(C)c12
-0.4,COc1ccc(Cl)cc1C(=O)NC(=S)Nc1cc(-c2nc3ccccc3[nH]2)ccc1C
-0.7,Cc1cc(=O)c2cc(Br)ccc2n1CC(=O)NCc1ccccc1

In a second layout: results already given.
compound | TTR transcr act
CC(=O)N1CCc2c(sc(NC(=O)c3ccc(S(=O)(=O)N(C)C)cc3)c2C#N)C1 | -0.9
CCN(CC)S(=O)(=O)c1ccc(-c2nnco2)cc1 | 5.2
C#CCOC(=O)Nc1ccc(OCC(F)(F)F)nc1 | -2.4
COCCNc1nc(CSc2ccccc2)nc2sc(C)c(C)c12 | -0.2
COc1ccc(Cl)cc1C(=O)NC(=S)Nc1cc(-c2nc3ccccc3[nH]2)ccc1C | -0.4

Continued:
TTR transcr act,Molecule
-1.9,COC(=O)CC1C(=O)NC2CCCCC2N1C(=O)CCl (stereo not drawn)
0.5,NS(=O)(=O)c1cccc(NC(=O)CN2CCCc3ccccc32)c1
-3.2,CCOC(=O)c1ccc(COC(=O)c2cc(=O)[nH]c3ccccc23)o1
0.4,CCOc1ccc(NC(=O)C(CC(=O)O)Cc2ccc(Br)cc2)cc1 (stereo not drawn)
-0.4,CCc1cc2cc(C)cc(C)c2[nH]c1=S
-0.3,CC(CNC(=O)c1ccc(C(C)(C)C)cc1)CN(C)C (stereo not drawn)
1.4,Cc1cc(OC(=O)c2ccc(OC(C)C)cc2)c([N+](=O)[O-])c(=O)[nH]1
0.2,Cc1ccc(CN(C)C[C@@H]2OCc3cnnn3CCCC(=O)N([C@@H](C)CO)C[C@H]2C)cc1
-2.2,CCOC(=O)c1sc(NC(=O)CSC(=S)N2CCOCC2)nc1C
0.8,O=C(NCCCN1CCCC1)c1ccc(CS(=O)(=O)c2c(Cl)cccc2Cl)o1

2 of the compounds above, bar-delimited.
Structure | TTR transcr act
Cc1cc(OC(=O)c2ccc(OC(C)C)cc2)c([N+](=O)[O-])c(=O)[nH]1 | 1.4
CCc1cc2cc(C)cc(C)c2[nH]c1=S | -0.4

(list continues)
TTR transcr act,Molecule
-2.0,O=C(NNC1=Nc2cccc3cccc1c23)c1ccccc1Br
-0.1,N#CC(C#N)=C1NC(N)=C(C#N)C(c2ccccc2)=C1C#N
4.0,CCOc1ccc(C(=O)NCC(c2cccs2)N(C)C)cc1 (stereo not drawn)
-2.3,COc1ccc(NC(=O)CCC(=O)N/N=C/c2ccc([N+](=O)[O-])s2)cc1
-1.9,Cc1ccc(S(=O)(=O)N2CCCCC2)cc1NC(=O)c1ccc2c(=O)n3c(nc2c1)CCCCC3
1.4,O=[N+]([O-])c1cc(/C=N/Nc2nc(N3CCOCC3)nc(N3CCOCC3)n2)ccc1Cl
-0.5,Cc1ccc(-n2c(N)cc(=O)nc2SCC(=O)NC2CCCCC2)cc1C
-1.1,CCOC(=O)C1CCCN(C(=O)c2cn(C)c3ccc(S(=O)(=O)N4CCCC4)cc3c2=O)C1 (stereo not drawn)
-0.3,CCCOC(=O)Cn1c(=O)c2cc3c(=O)n(CC(=O)OCCC)c(=O)c3cc2c1=O
2.0,Cc1ccc(/C=N\NC(=O)c2cncc(Br)c2)o1
1.0,CCCn1cnc2c(SCc3ccccc3)nc(N)nc21
-3.2,CN(C)c1nc(SCc2ccc(Cl)cc2)nc2c1CCCC2
3.7,CC(=O)c1ccc(N2CCN(C(=O)c3ccc4ccccc4n3)CC2)cc1
0.6,CCn1c(C)nc2cc(C(=O)NNC(=O)[C@@H](NC(=O)c3cc(OC)cc(OC)c3)C(C)C)ccc21
3.8,O=c1cc(CN2CCCCC2)c2ccccc2o1
-2.7,Cc1nc2ccccc2c(-c2ccccc2)c1C(=O)c1ccccc1
6.9,CN(C)CCC(O)c1ccccc1 (stereo not drawn)
-1.4,COc1ccc(C2=NN(C(=O)COC(=O)c3ccc(S(C)(=O)=O)c([N+](=O)[O-])c3)C(c3ccco3)C2)cc1 (stereo not drawn)
-0.9,CCc1ccc(N(CC)c2ncnc3nc[nH]c23)cc1
-1.9,Cc1cc(C)nc(NC(=S)Nc2ccc(F)cc2F)c1
7.7,O=C(c1ccco1)N1CCN(C(=O)c2ccc(Cn3cc(Br)cn3)o2)CC1
-2.4,N=c1c2c(n(Cc3ccc(Br)cc3)c3c1CCC3)CCCC2
1.0,Cc1ccc(C)c(C(=O)c2ccccc2NC(=O)c2ccccn2)c1
18.1*,O=C1SCCC1NC(=O)C(c1ccccc1)c1ccccc1 (stereo not drawn)
-0.9,COc1ccc(CN(Cc2ccc(C(=O)O)cc2)C(=S)Nc2ccccc2C)cc1OC
-1.0,COc1cc(/C=N/n2cnnc2)ccc1Oc1nc(Cl)ncc1F
-2.3,COC(=O)[C@]12C[C@H](CC(=O)N3CCCCC3)C(=O)N(Cc3cccc4ccccc34)C1=C[C@H](C(C)C)O[C@@H]2C1CC1
0.0,Cc1ccc(NC(=O)CCCCCN2C(=O)c3ccccc3C2=O)nc1
0.5,CC1CCN(c2c(NCc3ccc(C(=O)N4CCN(C5CCCCC5)CC4)cc3)c(=O)c2=O)CC1
3.7,Cc1ccc(S(=O)(=O)NCCC(=O)Nc2nnc(C)s2)cc1
-1.0,Cc1ccc(S(=O)(=O)Nc2ccc(-c3csc(-c4ccccc4)n3)cc2)cc1
1.2,COc1ccc(S(=O)(=O)N2CCOCC2)cc1NC(=O)C1CC1
-1.2,CCOC(=O)CN(Cc1sccc1C)C(=O)Nc1ccc(OCC)cc1
-0.5,C[C@H]1CN([C@@H](C)CO)C(=O)CCCn2cc(nn2)CO[C@@H]1CN(C)C(=O)Nc1cccc(Oc2ccccn2)c1
-1.0,CCCCn1c(N)c(N(CCOC)C(=O)c2ccc(-c3ccc(C(C)=O)cc3)o2)c(=O)[nH]c1=O
0.1,Cc1ccc2nc(-c3ccccn3)cc(C(=O)Nc3ccc4c(c3)OCO4)c2c1
-0.3,COCCn1c(SCC(=O)Nc2ccc(NC(C)=O)cc2)nc2c([nH]c3ccccc32)c1=O
0.7,CC(=O)Nc1ccc(CN2CCCN(C)CC2)cc1
-0.7,CCN(c1ccccc1)S(=O)(=O)c1ccc(C(=O)NCCc2ccc(S(N)(=O)=O)cc2)cc1
7.0,CCCN(CCC)c1nc(C#N)nc(N(CCC)CCC)n1
-0.1,O=C(NCCc1c[nH]c2ccccc12)OCc1cn(Cc2ccccc2C(F)(F)F)nn1
4.6,CCC(C)c1ccc(NC(=S)NN2CCOCC2)cc1 (stereo not drawn)
0.8,C=CCN1C(=O)C(Cc2cccc(C)c2)SC1=Nc1ccc(C(=O)O)cc1 (stereo not drawn)

Screening data from PubChem.

A portion of the library (hit frequency here may not be typical).
